Cardiac RTF inh: cardiac RTF calcium desensitization; inhibition, % at 7.15 µM; IANBD-labeled cardiac RTF, Ca2+ fluorescence; AID 493244; P19429+P45379; 340,000 compounds, 0.12% hits;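 active means inhibition above the mean inhibition of all tested compounds plus 3 SD, cut at about 17% in these data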;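 further: assay run at fixed EC70 calcium of 1.6 mM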
Arrestin-AP2 inh: human beta-arrestin and AP2 interaction inhibition | FITC-arrestin peptide / GST-AP2 beads, flow cytometry; AP2 beta2 appendage carries R879A mutation | inhibition, % at 10 µM | 340,000 compounds, 0.31% hits;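 active means inhibition above a set limit, near 3 SD of compounds lacking own fluorescence, cut at about 54% in these data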;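 further: plate controls were DMSO wells for no effect and 5 µM unlabelled arrestin peptide for full effect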
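Material – GST-tagged AP2 beta2-adaptin appendage (R879A) on 4 µm glutathione beads · Probe or stimulus – fluorescein-tagged arrestin peptide at 50 nM final · Timing – 12 min plus 1 h, RT · Detection – bead flow cytometry, FITC channel · Read-out basis – inhibition as reduced fluorescein signal on beads, percent · Medium – PBS plus Tween 20 (0.05%) and BSA (0.1%)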
OPRM1-OPRD1 inv: mu-delta opioid heterodimer inverse agonism. cell-based MOR-DOR heterodimer luminescence. 340,000 compounds, 0.21% hits. inhibition, % at 9.3 µM. AID 504357. P35372+P41143; in the data active means inhibition above about 22%, passing the limit was not always enough;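 further: 0% = cells with DMSO and 100% = wells without cells with DMSO; values of inactives mirror those of a sister screen read the other way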
Target sequence (P35372 whole entry, looked up): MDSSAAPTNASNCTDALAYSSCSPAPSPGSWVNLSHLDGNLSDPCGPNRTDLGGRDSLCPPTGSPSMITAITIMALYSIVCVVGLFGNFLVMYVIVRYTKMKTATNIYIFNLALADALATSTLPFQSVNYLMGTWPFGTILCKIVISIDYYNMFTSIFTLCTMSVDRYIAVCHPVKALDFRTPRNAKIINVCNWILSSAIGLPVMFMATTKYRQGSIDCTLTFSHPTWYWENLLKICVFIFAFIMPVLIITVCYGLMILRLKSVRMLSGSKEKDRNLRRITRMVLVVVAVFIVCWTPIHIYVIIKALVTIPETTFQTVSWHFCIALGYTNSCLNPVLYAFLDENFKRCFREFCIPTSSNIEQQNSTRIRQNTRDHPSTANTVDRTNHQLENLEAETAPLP
Target sequence (P41143 whole entry, looked up): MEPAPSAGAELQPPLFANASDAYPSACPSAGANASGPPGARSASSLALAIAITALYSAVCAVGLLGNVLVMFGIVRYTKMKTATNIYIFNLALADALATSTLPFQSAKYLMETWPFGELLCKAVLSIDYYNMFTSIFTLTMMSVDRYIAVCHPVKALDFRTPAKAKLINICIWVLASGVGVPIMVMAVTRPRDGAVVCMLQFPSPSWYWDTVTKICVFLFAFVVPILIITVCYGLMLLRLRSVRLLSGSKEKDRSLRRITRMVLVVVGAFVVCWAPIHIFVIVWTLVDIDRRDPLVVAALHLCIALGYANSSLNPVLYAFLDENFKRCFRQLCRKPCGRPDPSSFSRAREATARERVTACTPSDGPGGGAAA
C-LANA FP: inhibitors of KSHV LANA C-terminal domain DNA binding; AID 504423; inhibition, % at 9 µM; MBP-C-LANA/FAM-LBS DNA binding, fluorescence polarization; 340,000 compounds, 0.078% hits;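 active means highest replicate inhibition at or above 60% at 9 µM, even if other replicates fall short; inactive means all replicates below 60% inhibition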;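 further: 0% = neutral control wells and 100% = 4 µM acridine orange control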
cardiac RTF act: increases calcium sensitivity of human cardiac regulated thin filaments | P19429+P45379 | activation, % at 7.2 µM | 340,000 compounds, 0.24% hits | IANBD-labeled TnC RTF fluorescence at EC20 calcium; 0% EC20 calcium, 100% full calcium;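 active means activation above the mean over all tested compounds plus 3 SD, cut at about 30% in these data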;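 further: rise in fluorescence read as greater calcium sensitivity of cardiac thin filaments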
Wnt bcat act: activators of Wnt/beta-catenin signaling. Wnt/beta-catenin reporter cell assay, activator, plate reader. activation, % at 9.35 µM. 300,000 compounds, 1.2% hits; in the data active means activation above about 30%, passing the limit was not always enough;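 further: 0% = neutral control wells and 100% = positive control wells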
Keap1 Nrf2 FP: Keap1-Nrf2 (human) interaction inhibition | Q14145 | Keap1 Kelch-Nrf2 peptide fluorescence polarization, 1536-well | inhibition, % at 9.4 µM | 340,000 compounds, 0.15% hits | AID 504523; in the data active means inhibition above about 12%;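 further: human Keap1 Kelch domain with fluorescein labeled Nrf2 9mer peptide probe; 0% = neutral control wells and 100% = peptide positive control; higher means more block of Keap1 binding to Nrf2 peptide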
OPRM1-OPRD1 ag: agonists of human mu-delta opioid receptor heterodimerization; 340,000 compounds, 0.3% hits; P35372+P41143; activation, % at 9.3 µM; cells, OPRM1-OPRD1 heterodimerization, luminescence; in the data active means activation above about 18%;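 further: 0% = vehicle-treated cells and 100% = reference agonist; values of inactives mirror those of a sister screen read the other way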
V-ATPase pH: alters yeast V-ATPase proton transport. 350,000 compounds, 0.37% hits. response, % at 10 µM. S. cerevisiae, pHLuorin cytosolic pH fluorescence; in the data active means response mostly above about 7.3%, no sharp cut-off; inactive means mostly below about 5.4%; further: actives read high; inactives centre near 0; some compounds called inactive have numbers as strong as hits; reference of the scale not given here
DSG3 Ab inh: blocks pemphigus antibody binding to human desmoglein-3. DSG3-coupled beads, scFv-anti-DSG3-GFP binding, flow cytometry; active compounds read low. binding (percent of control), % at 10 µM. 310,000 compounds, 0.48% hits;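 active means binding more than 3 SD below its plate's average and above zero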;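 further: hits lower antibody fragment binding to DSG3; some compounds called inactive have numbers as strong as hits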
The depositor's hits bear a star; x = not tested or not shown.

SMILES	Cardiac RTF inh	Arrestin-AP2 inh	OPRM1-OPRD1 inv	C-LANA FP	cardiac RTF act	Wnt bcat act	Keap1 Nrf2 FP	OPRM1-OPRD1 ag	V-ATPase pH	DSG3 Ab inh
CCOC(=O)c1cc(-c2ccccc2)sc1NC(=O)CN1C(=O)NC(CC)(c2ccccc2)C1=O (centres undefined)	-3.5	30.1	8.9	0.9	6.3	x	-6.0	-2.0	-2.5	94.3
Cn1nnnc1Sc1ncnc2scc(-c3cccc(C(F)(F)F)c3)c12	3.4	-4.6	13.6	4.5	12.0	-6.7	-3.8	-2.4	0.1	106.5
c1ccc(-c2nc(N3CCCCCC3)c3ccccc3n2)nc1	-11.7	3.2	21.7	-2.6	0.4	x	-10.2	-4.4	-2.4	115.8
O=C(c1ccco1)N1CCN(c2ccc(S(=O)(=O)N3CCCC3)cc2)CC1	-4.4	4.3	-10.8	-1.4	11.1	x	-6.0	2.0	-1.3	111.8
CCn1cc(C(=O)NNC(=O)c2ccc(Cl)cc2)c(=O)c2ccc(C)nc21	11.4	-28.1	17.1	0.0	-1.4	x	-2.9	-3.6	4.5	114.4
CCCN(CC(=O)Nc1cc(C)on1)CC(=O)Nc1ccccc1C	2.0	-12.4	10.1	-0.5	-8.7	-1.2	1.2	-2.5	2.7	102.6
CCCCn1c(N)c(NCC)c(=O)[nH]c1=O	-5.3	1.4	14.7	7.6	3.2	-0.6	5.5	-3.1	-2.5	106.6
CCOc1ccc(C(=O)OCC(=O)NC2CCCC2)cc1OCC	0.8	15.4	7.3	-0.3	-7.1	0.9	1.4	-1.5	-0.6	101.2
COc1ccc(-c2n[nH]c(=S)n2-c2ccc3c(c2)OCCO3)cc1OC	-9.1	11.3	0.3	-0.4	0.6	11.2	4.9	-0.1	1.1	97.4
O=C(COC(=O)Cn1cnc2ccccc21)Nc1ccc(F)c(F)c1	-7.4	-4.5	10.2	-1.0	-1.0	-8.1	-1.6	-1.9	-0.1	92.4
CSc1nc(-c2ccccc2)nn1S(=O)(=O)c1ccccc1	-8.0	25.9	16.0	0.7	-5.5	1.8	2.1	-3.2	-0.3	94.0
Cc1ccc(NC(=O)Cn2c([N+](=O)[O-])cnc2C)cc1	0.8	-7.7	10.8	-1.3	-6.6	-0.1	1.6	-2.1	-1.3	126.7
C[N+]1(CN2C(=O)C3C4C=CC(C4)C3C2=O)CCCCC1 (centres undefined)	-15.2	7.1	13.4	0.8	1.2	-0.2	2.8	-2.7	-0.6	109.9
O=C(O)CSc1nnnn1C1CCCCC1	-5.3	-3.3	9.4	0.4	-4.4	-0.1	-1.7	-1.8	1.7	103.7
CCN(CC)C(=O)CSc1nnc(-c2cc(OC)cc(OC)c2)o1	-9.8	11.9	-18.2	1.3	-0.4	0.8	-3.6	2.9	0.8	110.4
O=c1c2cnn(-c3ccccc3)c2ncn1CCc1ccccc1	-3.9	-0.8	-12.0	-3.0	-2.1	4.0	-0.8	2.0	2.8	96.9
COc1ccc(C[C@H]2CN3C(=NC[C@@H]3C(C)C)N2CCNC(=O)c2ccc(C)c(Br)c2)cc1	0.5	23.0	-14.6	1.2	-0.5	x	1.0	2.6	2.1	106.6
Cc1ccc(C[n+]2cccc(-c3ccccc3)c2)c(C)c1	-0.4	-3.3	-0.2	-0.5	6.2	-2.6	-2.6	0.0	-0.4	x
Cc1cc(C)cc(N(CC(=O)NCc2ccccc2)C(=O)CCC(=O)Nc2ccccn2)c1	-6.7	-4.9	7.1	-2.2	-1.7	0.5	-4.7	-1.1	0.9	x
CCN(CC)CCN1C(=O)C(O)=C(C(=O)c2sc(C)nc2C)C1c1cccnc1 (centres undefined)	1.1	30.6	1.8	1.7	-1.0	-0.2	-1.2	-0.3	-7.0	x
Cc1ccc(O)c(N=Cc2sc3ccccc3c2Cl)c1	-34.9	-3.6	-24.0	-0.6	12.3	4.6	2.7	4.5	-1.1	98.3
N#Cc1c(-c2ccccc2)nc(SCC(=O)NC2CCCCC2)[nH]c1=O	-9.9	16.5	1.2	-0.8	0.2	-1.9	-2.9	-0.2	7.1	100.0
C=CC[C@@H](Cc1ccc(F)cc1)C(=O)OC[C@H]1CCCN1C(=O)[C@@H](CC=C)CC(=O)N[C@@H](CO)Cc1ccccc1	-9.0	-10.3	-5.3	0.7	-1.0	1.7	2.9	1.1	-2.3	84.4
CCCNC(=O)C(Cc1ccc(F)cc1)NC(=O)c1ccc(C#N)cc1 (centres undefined)	8.2	20.4	17.8	-0.2	2.1	1.8	-1.3	-3.9	-1.2	98.2
O=[N+]([O-])c1ccccc1OCCN1CCOCC1	-4.0	0.7	12.1	0.3	-3.0	1.2	-0.7	-2.6	-0.7	92.8
Next section:
SMILES	Cardiac RTF inh	Arrestin-AP2 inh	OPRM1-OPRD1 inv	C-LANA FP	cardiac RTF act	Wnt bcat act	Keap1 Nrf2 FP	OPRM1-OPRD1 ag	V-ATPase pH	DSG3 Ab inh
COc1cccc(/C=N/NC(=S)Nc2cccnc2)c1	0.9	-3.3	14.2	-0.8	-1.4	-0.3	1.9	-2.6	0.2	102.3
O=C(CN1C(=O)S/C(=C\c2ccc(Cl)cc2)C1=O)NC1C=CS(=O)(=O)C1 (centres undefined)	-2.5	12.0	7.6	-0.5	0.9	-1.0	-7.2	-1.5	-5.0	98.8
CC1(C)C2(C#N)C(=O)NC(=O)C12C#N (centres undefined)	1.6	9.3	13.1	-0.9	1.9	0.3	-1.4	-2.6	0.3	96.6
COc1cc(C(=O)NCc2ccc(-n3cccc3)cc2)cc(OC)c1OC	4.7	-0.9	12.9	1.4	-0.2	x	-4.7	-2.7	0.3	108.8
CN(C)CCNC(=O)c1c(O)c2c([nH]c1=O)CCCC2	-0.4	32.7	20.3	1.1	1.7	3.0	-1.8	-4.4	-1.2	116.2
CCC(C)(C)n1nnnc1C(c1cccs1)N1CCN(c2nc3ccccc3s2)CC1 (centres undefined)	-3.6	34.7	3.5	1.2	1.6	x	0.4	-0.6	2.4	95.1
Cc1cccc(CCNC(=O)CNS(=O)(=O)c2ccc3nc(C)sc3c2)c1	3.8	6.9	10.9	-0.1	-4.1	0.4	0.0	-2.1	-1.1	x
COc1ccc(Nc2nnc(SCC(=O)NC3CC3)s2)cc1	-9.6	-2.4	6.3	1.0	3.1	3.8	-2.3	-1.5	1.2	97.0
COc1cc(NC(=O)CCc2nnc3ccc(N4CCCC4)nn23)cc(OC)c1OC	-2.6	0.9	4.5	-0.2	-1.1	1.4	-3.5	-0.9	8.5	x
COc1ccc(CCn2c(-c3ccc(OC)cc3)nc3c(c(=O)c4ccccc4n3C)c2=O)cc1	2.6	6.7	18.8	1.3	-6.5	-1.2	-3.1	-3.8	-1.9	105.2
Cc1ccc(NC(=O)Nc2cccc(C)n2)cc1	-3.4	7.6	-4.0	-2.4	-4.3	40.2*	0.1	0.8	-1.3	100.5
COc1ccc(CN2[C@@H](CC(=O)O)c3cc(C(F)(F)F)ccc3S2(=O)=O)cc1	-4.3	-5.6	10.1	-0.1	-8.9	-1.2	-3.3	-1.7	0.8	100.7
O=C(CSc1ccccc1)N1CCN(S(=O)(=O)c2cccs2)CC1	-2.4	-10.6	9.2	-0.6	0.0	1.1	-8.1	-2.2	-3.7	106.9
CC1(C)COC(c2cccn2Cc2ccc(F)cc2Cl)=N1	-6.5	-5.2	-51.7	1.1	-0.9	-4.9	1.3	8.3	2.0	107.7
NC(=O)c1cc([N+](=O)[O-])ccc1NCCc1ccccc1	-1.9	-14.1	-2.2	-0.6	1.1	-1.1	-2.4	0.5	-1.1	96.9
Cc1cccc(C)c1NC(=O)COC(=O)C1CC(=O)N(Cc2ccccc2)C1 (centres undefined)	1.8	-0.2	6.4	-0.1	3.7	0.6	-6.3	-1.4	-0.2	x
CN1CCN(c2nc3c(c(=O)[nH]c(=O)n3C)n2CCOc2ccccc2)CC1	-3.0	7.9	7.1	0.6	-6.1	x	2.3	-1.2	-3.1	106.3
Cc1cc(C)cc(NC(=O)CSc2nnc(NC(=O)C3CC3)s2)c1	-0.6	-4.3	-2.4	3.1	-5.4	0.5	-3.2	0.4	0.7	88.8
COc1cccc(C2C(C#N)=C(N)Oc3c2oc(CO)cc3=O)c1OC (centres undefined)	1.5	-2.7	7.8	0.0	7.9	18.2	1.4	-1.6	-1.6	87.4
Cc1ccc(NC2SC(=O)N(Cc3cccc(C(=O)O)c3)C2=O)cc1 (centres undefined)	-6.6	5.6	-5.4	1.6	-7.7	5.7	2.1	0.9	-2.9	x
Cc1nc(C)c(/C(O)=C/c2nc3ccccc3oc2=O)s1	-11.6	6.6	2.8	22.0	10.7	9.9	-9.0	-0.5	-3.3	103.3
COc1ccccc1C(=O)COC(=O)c1cccc(S(=O)(=O)N2CCCC2)c1	-6.5	12.3	4.8	-0.1	-1.7	1.2	1.8	-0.9	-4.6	x
O=S(=O)(Cc1cc(-c2ccccc2Cl)no1)c1ccccc1	-3.7	-4.3	10.4	-0.4	-2.9	-1.7	-1.3	-2.1	0.6	97.0
Cc1c(NC(=O)C(C)OC(=O)CCc2c[nH]c3ccccc23)c(=O)n(-c2ccccc2)n1C (centres undefined)	-8.9	4.3	8.7	-1.3	1.9	1.2	-1.3	-1.6	8.2	121.3
COCCn1c(SCC(=O)Nc2ccc3c(c2)OCCO3)nnc1C(C)C	-2.9	-10.8	-6.7	-0.2	-2.6	-4.4	1.0	0.8	-1.6	110.5
Further structures follow.
SMILES	Cardiac RTF inh	Arrestin-AP2 inh	OPRM1-OPRD1 inv	C-LANA FP	cardiac RTF act	Wnt bcat act	Keap1 Nrf2 FP	OPRM1-OPRD1 ag	V-ATPase pH	DSG3 Ab inh
CCc1c(C)[nH]c2ccccc2c1=O	-8.0	-5.3	5.1	-2.7	0.9	-2.0	-4.5	-1.2	-0.5	109.8
Cc1ccc(CNC(=O)C(=O)NCCCn2ccnc2)cc1	-5.1	25.5	8.0	2.0	-2.1	-1.6	-1.3	-1.4	1.3	113.5
Cc1cc(C)c2c(N)c(C(=O)Nc3ccc(C)c(C)c3)sc2n1	4.2	-0.8	13.0	0.9	-3.8	20.6	-1.6	-2.6	-2.0	91.5
O=C(CN(C(=O)CCC(=O)Nc1nccs1)c1ccc(F)c(Cl)c1)NCc1ccco1	-3.2	0.8	9.1	0.9	2.2	x	-4.4	-2.0	6.1	125.2
Cc1cn2c(N)c(/C=C3\C=Nc4ccccc43)c(=O)nc2s1	-19.3	-1.3	-23.9	0.0	4.1	38.5*	-2.7	4.9	-31.1	x
O=C(N/C=C\n1cnc2cc(C(F)(F)F)ccc21)c1ccc([N+](=O)[O-])cc1	-6.4	11.5	-14.5	-1.6	-0.1	-2.4	0.4	2.9	-3.0	97.4
CCN(Cc1ccccc1)C(=O)c1nn(-c2ccc(OC)cc2)c(=O)c2c1c1ccccc1n2C	-2.8	43.1	13.3	-0.5	11.8	-6.7	4.0	-2.7	3.2	93.7
CN(C1(C)CCS(=O)(=O)C1)S(=O)(=O)c1cccc([N+](=O)[O-])c1 (centres undefined)	-0.8	2.5	-2.9	-1.1	8.4	0.7	-4.5	0.6	-3.5	101.4
CCN1CCN(C(=O)Cn2nc(C)c3sc4ccccc4c3c2=O)CC1	-4.7	41.7	18.9	-0.3	-3.6	-0.2	-3.1	-3.6	-0.1	104.2
